Bioassay records: PubChem BioAssay, several laboratories
HCV core dimer: HCV core protein dimerization inhibition; TR-FRET GST/Flag-core106 dimerization, 1536-well; inhibition, % at 5 µM; hit rate 0.33% among 300,000; AID 1899;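 active = inhibition above the mean of all tested compounds plus 3 SD, set per screening campaign, cut at about 45% in these data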
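assay system = GST-tagged and Flag-tagged HCV core protein residues 1-106 | controls = unlabelled core106 and no-GST-core106 wells | incubation = compound-protein-antibody incubation 4 h at 22.5 °C | probe or stimulus = Eu donor and XL665 acceptor anti-tag antibodies | read-out = % inhibition based on acceptor/donor emission ratio | signal = TR-FRET 671 and 617 nm emission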
TPT1 inh: inhibitors of Candida albicans tRNA 2'-phosphotransferase TPT1. inhibition, % at 5 µM. AID 1962. hit rate 0.81% among 300,000. recombinant caTPT1, FP RNA substrate dephosphorylation;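 active = inhibition above the mean of all tested compounds plus 3 SD, set per screening campaign, cut at about 24% in these data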;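 also: plate controls were DMSO alone for no effect and ferristatin control at 100 nM for full effect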
JMJD2C inh: inhibitors of human GASC-1 (JMJD2C) demethylase; Q9H3R0; GST-JMJD2C(1-420) H3K9me3 demethylation, DELFIA europium; inhibition, % at 2.35 µM; hit rate 0.069% among 330,000; AID 2099;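 active = more than half of a compound's replicate wells show inhibition beyond 50%, single wells judged on their own value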;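 also: signal counts dimethyl H3K9 product captured on neutravidin plate; 0% = median of DMSO wells and 100% = 0.3 times that DMSO median; strong numbers were not always called active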
LYPLA2 counter: counter-screen for PME1 inhibitors: inhibitors of human LYPLA2 | recombinant LYPLA2, FP-Rh probe fluorescence polarization | inhibition, % at 5.9 µM | hit rate 0.38% among 320,000 | AID 2177;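 active = inhibition above the screen-wide mean plus 3 SD, limit set per campaign, cut at about 26% in these data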;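 also: 0% = LYPLA2 with DMSO and 100% = wells lacking LYPLA2 enzyme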
PP1 inh: blocks human PP1-alpha phosphatase, a PP5 counter-screen; P62136; purified PP1alpha, OMFP fluorescence; inhibition, % at 6.7 µM; hit rate 0.9% among 320,000;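 active = inhibition above the mean inhibition of all tested compounds plus 3 SD, computed separately for each screening campaign, cut at about 15% in these data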
Target sequence (P62136 whole entry, looked up): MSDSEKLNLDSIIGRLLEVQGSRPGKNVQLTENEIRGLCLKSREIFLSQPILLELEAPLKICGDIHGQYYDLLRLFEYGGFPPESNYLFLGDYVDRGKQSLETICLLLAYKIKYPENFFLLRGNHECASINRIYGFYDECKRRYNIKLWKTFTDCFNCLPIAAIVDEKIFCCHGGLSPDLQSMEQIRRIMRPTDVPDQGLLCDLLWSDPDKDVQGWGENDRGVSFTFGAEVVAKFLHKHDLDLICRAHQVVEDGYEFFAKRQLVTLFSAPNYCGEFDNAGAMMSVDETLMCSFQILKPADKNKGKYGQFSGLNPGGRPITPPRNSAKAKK
PREPL inhibitor: human PREPL enzyme inhibition | Q4J6C6 | recombinant PREPL, fluorescence polarization activity-based probe | inhibition, % at 5.96 µM | hit rate 0.68% among 320,000; in the data active = inhibition above about 43%;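 also: 0% = enzyme with DMSO and 100% = wells lacking enzyme; many of its hits are not listed in these tables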
Target sequence (Q4J6C6 whole entry, looked up): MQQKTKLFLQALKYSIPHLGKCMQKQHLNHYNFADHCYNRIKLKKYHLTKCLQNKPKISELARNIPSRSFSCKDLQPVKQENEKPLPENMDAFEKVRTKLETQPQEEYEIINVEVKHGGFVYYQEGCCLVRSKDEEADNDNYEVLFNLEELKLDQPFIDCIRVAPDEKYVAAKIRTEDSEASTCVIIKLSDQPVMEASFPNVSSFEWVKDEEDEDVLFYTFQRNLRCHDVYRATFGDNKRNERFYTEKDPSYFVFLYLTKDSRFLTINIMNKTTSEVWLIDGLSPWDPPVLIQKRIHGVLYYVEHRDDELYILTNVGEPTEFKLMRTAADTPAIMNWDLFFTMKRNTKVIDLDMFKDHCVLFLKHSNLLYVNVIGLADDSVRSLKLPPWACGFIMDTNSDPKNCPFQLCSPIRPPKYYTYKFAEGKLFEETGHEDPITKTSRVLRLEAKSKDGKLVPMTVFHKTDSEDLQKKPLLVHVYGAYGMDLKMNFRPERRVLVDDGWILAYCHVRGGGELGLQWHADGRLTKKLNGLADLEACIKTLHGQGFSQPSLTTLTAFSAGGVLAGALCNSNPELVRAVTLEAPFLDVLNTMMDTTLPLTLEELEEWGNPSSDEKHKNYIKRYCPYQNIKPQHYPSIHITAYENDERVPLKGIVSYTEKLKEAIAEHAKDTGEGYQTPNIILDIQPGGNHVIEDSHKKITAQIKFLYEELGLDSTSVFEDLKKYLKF
Fh CTSL1 inh: cathepsin L1 inhibition, PFM18AAP counter-screen; recombinant F. hepatica cathepsin L1, Z-Leu-Arg-MCA fluorescence; inhibition, % at 5.96 µM; hit rate 0.49% among 300,000; AID 1906;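 active = inhibition above the mean of all tested compounds plus 3 SD, set per screening campaign, cut at about 17% in these data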;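 also: 0% = plate median of test compound wells and 100% = 1 µM Z-Phe-Ala-diazomethylketone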
Efflux pump mplx: antifungal efflux pump inhibition, Nile Red retention. inhibition, % at 10 µM. S. cerevisiae Candida pump triplex. hit rate 0.44% among 330,000;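 active = plate passing quality check with inhibition over a set limit, or well fluorescence over plate mean plus 4 SD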;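 also: Nile Red retained in pooled yeast measured as flow cytometry median fluorescence; 0% = buffer negative control and 100% = Enniatin B positive control; higher means more Nile Red kept so more efflux inhibition; some compounds called inactive have numbers as strong as hits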
PP5 inh: PP5 (human) phosphatase inhibition; P53041; purified PP5c, OMFP substrate fluorescence; inhibition, % at 6.7 µM; hit rate 0.18% among 320,000;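 active = inhibition above the campaign's mean inhibition across all tested compounds plus 3 SD, cut at about 9.5% in these data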;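 also: 0% = DMSO only and 100% = 100 µM cantharidin control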
Starred values were filed as active, the others as inactive; x = no result given. Some of the compounds tested, so the mix of outcomes need not match the whole.

SMILES | HCV core dimer | TPT1 inh | JMJD2C inh | LYPLA2 counter | PP1 inh | PREPL inhibitor | Fh CTSL1 inh | Efflux pump mplx | PP5 inh
O=C(Nc1ccccc1)C1CCCCN1S(=O)(=O)c1ccccc1 (stereo not given) | -2 | 2 | -3 | 3 | 10 | -11 | 1 | 0.0 | -3.1
CC(C)NCC(O)c1ccc2ccccc2c1 (stereo not given) | 10 | -1 | x | 1 | 5 | -15 | -1 | 0.0 | -1.9
COc1cc(OC)cc(-c2nc3nc(C)c(CCC(=O)NCC(OC)OC)c(C)n3n2)c1 | 8 | -1 | -6 | -3 | -2 | 0 | -1 | 0.1 | 3.0
CCOC(=O)Cc1cn(C(=O)OC(C)(C)C)c2ccccc12 | x | x | 3 | 3 | -5 | 11 | x | 0.0 | 0.9
Cc1ccc(CNC(=O)COC(=O)CCCOc2ccc(Cl)cc2Cl)cc1 | 0 | 0 | 0 | 5 | 1 | -28 | -6 | 0.0 | 5.7
Cc1cc(NC(=O)CSc2nc3ccccc3cc2C#N)no1 | -120 | -4 | -1 | -7 | -4 | 5 | -5 | 0.3 | 0.1
CC(=O)Nc1cccc(C(=O)Nc2nc(C)cs2)c1 | 1 | 1 | 5 | 5 | -4 | 8 | 1 | 0.0 | 0.2
O=C(Cn1cc([N+](=O)[O-])cn1)Nc1ccccn1 | -5 | 0 | 3 | 2 | -2 | 7 | -4 | 0.2 | 2.3
O=C1CCC(=O)N1c1ccc(CSc2nc3ccccc3[nH]2)cc1 | -4 | -2 | -7 | 1 | 2 | 12 | -2 | 0.0 | 3.9
C=CCn1c(SCC(=O)Nc2cccc(S(=O)(=O)N(C)c3ccccc3)c2)nnc1C1CC1 | 4 | -1 | 47 | 4 | -7 | -2 | -2 | 0.0 | 1.2
FC(F)(F)c1cc(C(F)(F)F)c2ccc(N3CCN(c4ncccn4)CC3)nc2n1 | -3 | -2 | -3 | 0 | -6 | 15 | 0 | -0.1 | -0.2
COc1cccc(/C=N/Nc2nc3ccccc3[nH]2)c1O | -23 | -4 | 48 | 7 | 14 | 31 | 12 | 0.1 | 0.8
CCC(CC)NC(=O)Cc1ccc(S(=O)(=O)N2CCOCC2)s1 | 22 | 3 | 6 | 0 | -3 | 0 | -2 | 0.1 | -1.2
Cc1cc(/C=N/NC(=O)c2ccc(O)cc2)c(C)n1C1CC1 | 18 | 3 | 0 | -3 | -2 | 5 | 3 | -0.1 | 2.6
Cc1cc(C)c(S(=O)(=O)NCC(=O)O)cc1C | -1 | 4 | -2 | -4 | -2 | 0 | -2 | 0.1 | -1.6
COc1ccc2c(-c3ccccc3)cc(SCC(=O)NC(N)=O)nc2c1 | 6 | -2 | -1 | 3 | 0 | -2 | 4 | 0.1 | -0.5
CC1=C(C(=O)OC(C)C)C(c2c(O)ccc3ccccc23)NC(=O)N1 (stereo not given) | 3 | -2 | -4 | -1 | -2 | -1 | 0 | 0.1 | 1.7
COc1cc(NC(=O)CN2CCC(C(N)=O)(N3CCCCC3)CC2)c(OC)cc1Cl | -3 | -2 | 7 | 3 | -1 | -4 | 0 | -0.1 | -0.3
CCC(=O)Nc1ccc(S(=O)(=O)Nc2cccc(C)c2)cc1OC | 5 | 1 | 2 | -5 | -9 | 13 | -4 | 0.2 | 2.1
Cc1ccc(NS(=O)(=O)N2CCOCC2)cc1Cl | -10 | -2 | -19 | -1 | 0 | 6 | 2 | -0.1 | 0.8
O=C1c2cccnc2C(Nc2ccc(F)c(Cl)c2)N1Cc1cccs1 (stereo not given) | -4 | -1 | 3 | 4 | 6 | -13 | 2 | 0.0 | 2.1
CCc1ccc(NC(=S)N2CCC(NC(=O)c3ccccc3)CC2)cc1 | 1 | -4 | 12 | 6 | -3 | 9 | 9 | 0.0 | 1.1
Cc1ccc(NC(=O)CCC(=O)NNC(=S)Nc2ccc(F)cc2)c(C)c1 | -2 | 0 | -24 | -2 | 4 | -10 | -3 | -0.1 | 2.5
COc1ccc(NC(=O)CSc2nc3ccccc3c(=O)n2CCNC(C)=O)cc1 | 4 | 2 | 1 | -1 | 0 | -11 | -2 | -0.1 | -3.5
COc1ccccc1CNS(=O)(=O)c1ccc2c(c1)NC(=O)CS2 | 0 | 0 | -5 | 1 | 1 | -4 | 0 | -0.1 | -0.5
Continuation:
SMILES | HCV core dimer | TPT1 inh | JMJD2C inh | LYPLA2 counter | PP1 inh | PREPL inhibitor | Fh CTSL1 inh | Efflux pump mplx | PP5 inh
Cc1ccc(NC(=O)CO/N=C(\N)c2nonc2N)cc1 | -1 | 2 | -1 | -7 | -1 | 5 | -8 | 0.0 | -1.3
C#CCSc1nnc(-c2sc(-c3ccccc3)nc2C)n1C | -2 | -3 | 14 | -4 | -2 | -5 | -1 | 0.1 | 3.2
COc1cc(C(=O)Nc2nnc(-c3sccc3C)s2)cc(OC)c1OC | -7 | 1 | -3 | -6 | -4 | 10 | 3 | 0.1 | 3.7
CCn1c(CNC(=O)COc2ccc(C(C)C)cc2)nnc1SCC(=O)Nc1ccccc1C(C)C | -1 | -1 | 6 | 5 | 2 | 19 | 3 | 0.1 | 2.9
COc1cc(CN2CCCC(N3CCN(c4ccccc4C)CC3)C2)cc(Cl)c1O (stereo not given) | 1 | -1 | -3 | 0 | 1 | -1 | 0 | 0.0 | 2.6
O=c1[nH]c2ccc(S(=O)(=O)Nc3ccccc3O)cc2[nH]1 | -6 | 12 | -9 | 8 | 0 | 4 | 1 | 0.0 | 1.2
C=CCc1c(C)nc2c(OC)cccc2c1Cl | 1 | 2 | x | -2 | -5 | 2 | 3 | -0.3 | -1.1
CCOc1ccc(NS(=O)(=O)c2ccc(NC(=O)c3ccccn3)cc2)cc1 | x | x | -4 | -2 | 1 | -16 | x | -0.3 | 5.5
CCOC(=O)c1sc(NC(=O)C(CC)OC(=O)c2ccco2)nc1C (stereo not given) | 3 | -2 | 10 | -3 | 0 | -1 | -38 | 0.1 | 1.1
CCn1c(=O)c(=O)[nH]c2cc(C(=O)NC3CC3)ccc21 | 4 | 0 | -3 | -2 | -3 | 9 | 3 | 0.0 | -1.8
CCN1/C(=C2\C(=O)N(c3ccccc3)N=C2C)C=Cc2cc(C)ccc21 | -9 | -2 | 1 | 0 | 0 | 0 | -3 | -0.2 | 3.3
COc1ccc(CCNC(=O)c2ccccc2-c2ccccc2C(=O)O)cc1OC | -12 | -1 | -14 | -1 | -6 | 5 | -7 | -0.1 | 2.6
CC(C)CC(=O)N1CCN(C(=O)CCC2CCCC2)CC1 | -9 | 0 | 5 | 2 | -2 | -10 | 2 | -0.1 | -1.2
O=C(Nc1cc(C(F)(F)F)ccc1Cl)c1cccc(N2C(=O)CCC2=O)c1 | -1 | -2 | -8 | -2 | -1 | 6 | -2 | 0.0 | 0.4
Cc1onc(-c2ccccc2)c1C(=O)OCC(=O)Nc1cc(S(=O)(=O)N2CCOCC2)ccc1Cl | 0 | -3 | -5 | -4 | 0 | 4 | -8 | -0.1 | 0.3
CCN=c1sc(C(=O)Nc2ccccc2)c(C)n1CC | -3 | -2 | -7 | 8 | -3 | 3 | 0 | 0.0 | 1.7
CCCn1c2ccc(F)cc2c2nnc(NN)nc21 | 9 | -3 | -8 | -8 | 0 | 1 | -1 | 0.3 | -0.5
Cn1c(N)c(C(=O)COC(=O)c2ccc3c(c2)C(=O)N(c2ccc(Cl)cc2)C3=O)c(=O)n(C)c1=O | -2 | 1 | -5 | 4 | -3 | -6 | 0 | -0.1 | 0.1
CC1CC(C)CN(c2oc(-c3ccccc3F)nc2C#N)C1 (stereo not given) | 6 | 1 | 12 | -6 | 1 | -6 | 4 | -0.1 | 1.8
CC(C)(C)NC(=O)c1cccc(NC(=O)Cc2cccs2)c1 | 0 | 0 | 3 | 2 | -5 | -1 | 1 | 0.0 | -3.6
CC1Cc2ccccc2N1C(=O)c1ccc(N2CCCC2)c([N+](=O)[O-])c1 (stereo not given) | 16 | -2 | 3 | -2 | 0 | -6 | 4 | 0.1 | 5.3
CC(Sc1ncc(C(F)(F)F)cc1Cl)C(=O)NC(N)=O (stereo not given) | -2 | -3 | 0 | 3 | -1 | -7 | 3 | 0.2 | 0.3
CCC(C)c1ccc(NC(=O)NCCN2CCCCC2)cc1 (stereo not given) | -8 | 5 | 14 | -6 | -8 | 13 | -1 | 0.1 | -3.8
CCOC(=O)c1ccc(-c2c(-c3cc(OC)c(OC)c(OC)c3)noc2C)cc1F | -17 | -3 | 10 | -4 | 1 | -11 | -1 | -0.1 | 4.3
O=C1CN(C(=O)c2ccccc2F)C(c2ccccc2)c2cc(F)ccc2N1 (stereo not given) | 12 | -2 | 3 | 9 | -1 | 7 | -1 | -0.1 | -0.2
Remaining list, next part
SMILES | HCV core dimer | TPT1 inh | JMJD2C inh | LYPLA2 counter | PP1 inh | PREPL inhibitor | Fh CTSL1 inh | Efflux pump mplx | PP5 inh
CCC1(C)Cc2c(sc3nc4n(c(=O)c23)CCS4)CO1 (stereo not given) | -3 | -1 | -33 | -1 | 0 | 14 | 3 | -0.1 | -0.1
COc1ccc(N2CCN(C(=O)CN(C)S(=O)(=O)c3cc(C)ccc3OC)CC2)cc1 | -1 | -1 | -11 | 2 | -1 | 5 | -2 | -0.2 | 2.0
O=C(NC1CC1)C1Nc2ccc(OC(F)(F)F)cc2C2C=CCC12 (stereo not given) | -7 | -1 | 38 | 3 | -1 | 11 | 3 | 0.1 | 0.9
C/C(=C\c1cc2ccccc2o1)C1Nc2cccc3cccc(c23)N1 | x | x | 4 | -2 | 3 | 13 | x | -0.3 | 2.1
COCCn1c(SCC(=O)Nc2ccccc2F)nnc1-c1ccoc1C | 0 | -1 | 3 | 1 | -1 | 6 | -2 | -0.1 | -1.4
CCOC(=O)N1CCC(n2c(=S)[nH]c3ccccc3c2=O)CC1 | 4 | 2 | 2 | -10 | -3 | 2 | 2 | 0.0 | -0.3
Cc1nc2ccccn2c1C(=O)N/N=C/c1ccccc1Cl | 1 | 3 | -4 | 0 | 0 | -3 | 3 | 0.1 | -1.7
N=c1c2c(n(Cc3ccccc3)c3c1CCC3)CCC2 | -2 | -3 | -3 | -6 | -1 | 14 | 0 | 0.0 | 2.4
COc1cc(C(=O)N2C(=O)CCC2=O)cc(OC)c1OC | 3 | -2 | -1 | 4 | -2 | 2 | -2 | -0.1 | 0.5
CC(C)NC(=S)N/N=C/c1ccc(N2CCOCC2)cc1 | 5 | -5 | -12 | 9 | -7 | 0 | 0 | 0.1 | 1.4
CCOC(=O)C[C@H]1c2cc(F)ccc2S(=O)(=O)N1C(C)(C)C | -16 | 2 | -1 | -6 | -2 | 6 | -7 | 0.2 | -0.7
Cc1cc(-c2nnc(SCC(=O)NC3CC3)n2C(C)C)cs1 | 1 | -3 | -1 | -2 | -6 | 3 | -3 | -0.3 | -1.5
CC(=O)c1ccc(NC(=O)c2cccc(N3C(=O)c4ccccc4C3=O)c2)cc1 | 27 | 1 | -27 | -1 | -2 | 2 | -4 | -0.5 | 1.4
O=C(CCS(=O)(=O)c1cc2c(cc1Cl)NC(=O)CO2)NCc1ccccc1 | -2 | 0 | 1 | 6 | -3 | 4 | 5 | -0.1 | 1.1

Individual results from the results shown.
Reading of CCOC(=O)c1ccc(-c2c(-c3cc(OC)c(OC)c(OC)c3)noc2C)cc1F under TPT1 inh: -3
Reading of Cc1ccc(NC(=O)CCC(=O)NNC(=S)Nc2ccc(F)cc2)c(C)c1 under Efflux pump mplx: -0.1
